Screening results: PubChem BioAssay, National Center for Advancing Translational Sciences (NCATS)
uPA generation – qHTS for Inhibitors of Cell Surface uPA Generation. cell surface uPA generation assay, qHTS. Potency, µM (highest dose often 38.3 µM), for the others: top-dose activity change, negative = inhibition, actives largely listed as inhibitors. actives 0.31% (n = 330,000); active = well fitted inhibition curve with a large enough effect; inconclusive = small, poorly fitted or top-dose-only effect; inactive = no such curve, though single readings can be large or run the other way; tested in mouse RAW 264.7 cells; also: potency is read from the fitted curve at half-maximal effect; % is scaled to controls: 0 for no effect and ±100 for the full control effect; nearly all actives have a fitted effect of over 55% in size
TSG101-PTAP inh – qHTS Assay for Iinhibitors of HIV-1 Budding by Blocking the Interaction of PTAP/TSG101 | Fluorescence polarization, FITC-PTAP peptide / Tsg101 binding | 340,000 tested, under 10 active | Potency, µM (doses to about 115 µM), for the others: at the highest dose activity change, negative = inhibition, actives largely listed as inhibitors | AID 493005, 2010; active = well fitted inhibition curve with a large enough effect in the main read-out, with a control signal flat, not every such curve was filed as active; inconclusive = small, poorly fitted or top-dose-only effect, or effect the other way, or a change in a side signal; inactive = no such curve, though single readings can be large or run the other way; also: potency is read from the fitted curve at half-maximal effect; % of control where 0% means no effect
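Compounds were pin-transferred onto Tsg101 binding domain (10 uM final) in HEPES pH 7.5 buffer, then FITC-PTAP peptide was added at 50 nM final. After 20 min at RT, polarization reported peptide displacement across a qHTS concentration series.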
ELG1 DNA repair – qHTS screen for small molecules that inhibit ELG1-dependent DNA repair in human embryonic kidney (HEK293T) cells expressing luciferase-tagged ELG1; HEK293T ELG1-luciferase reporter, luminescence, 16 h; DNA damage induced by 5-fluorouridine; Potency, µM (series often up to 46.1 µM), without a hit: at the top dose activity change, negative = inhibition, actives largely listed as inhibitors; actives 2.3% (n = 330,000); also: potency is read from the fitted curve at half-maximal effect; % is scaled to controls: 0 for no effect and ±100 for the full control effect; nearly all actives have a fitted effect of over 55% in size
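5-Fluorouridine DNA damage + compound/DMSO, 2,000 cells/well, 16 h, 37 °C/5% CO2. ONE-Glo, 30 min RT, luminescence. Readout = decrease in reporter signal.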
TSHR antagonist – Antagonists of the Thyroid Stimulating Hormone Receptor: HTS campaign; TSHR-expressing cells, TSH-stimulated cAMP HTRF, 2 h; stronger effect = lower value; activity change, negative = inhibition, % at 11.5 µM; actives 0.2% (n = 330,000);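 active = activity change below a set negative limit, meaning inhibition stronger than a set level, cut at about -70% in these data; inconclusive = activity change between two set negative limits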; also: % is scaled to controls: 0 for no effect and ±100 for the full control effect
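Freshly harvested TSHR cells receive pin-tooled compound, then EC80 TSH at 4nM final. After 2 hours at 37 deg C, antibody in lysis buffer and cAMP-d2 are added; 30 minutes at ambient temperature precede the HTRF read.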
Mito fusion yeast – qHTS Assay for Small Molecule Inhibitors of Mitochondrial Division or Activators of Mitochondrial Fusion. S. cerevisiae fusion-defective mutant growth rescue, CellTiterGlo 48 h. Potency, µM (series often up to 46.1 µM), for the others: top-dose growth rescue (activation), most hits filed as activators. actives 0.23% (n = 320,000);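 also: potency is read from the fitted curve at half-maximal effect; % of control where 0% means no effect; nearly all actives have a fitted effect of over 45% in size; temperature-sensitive fusion mutants such as fzo1-1 at 37 °C on non-fermentable ethanol glycerol medium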
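Temperature-sensitive fusion-defective S. cerevisiae (e.g. fzo1-1, mgm1-5) were grown with compound in YPEG medium (3% ethanol, 3% glycerol) for 48 hours at 37C. Growth rescue was measured as viability by CellTiterGlo luminescence after 10 minutes at ambient.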
B2AR arrestin – qHTS assay of beta-arrestin-biased ligands of beta2-adrenergic receptor. Beta-2 adrenergic receptor (Homo sapiens), P07550. beta-arrestin recruitment to beta2AR, cell-based reporter. Potency, µM (series often up to 46.1 µM), without a hit: at the top dose activation, hits mostly activators. actives 0.02% (n = 330,000). AID 492947, 2010;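 also: potency is read from the fitted curve at half-maximal effect; 0% = DMSO controls and full agonism = EC100 isoproterenol or metaproterenol; nearly all actives have a fitted effect of over 65% in size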
Target sequence (P07550 whole entry, looked up): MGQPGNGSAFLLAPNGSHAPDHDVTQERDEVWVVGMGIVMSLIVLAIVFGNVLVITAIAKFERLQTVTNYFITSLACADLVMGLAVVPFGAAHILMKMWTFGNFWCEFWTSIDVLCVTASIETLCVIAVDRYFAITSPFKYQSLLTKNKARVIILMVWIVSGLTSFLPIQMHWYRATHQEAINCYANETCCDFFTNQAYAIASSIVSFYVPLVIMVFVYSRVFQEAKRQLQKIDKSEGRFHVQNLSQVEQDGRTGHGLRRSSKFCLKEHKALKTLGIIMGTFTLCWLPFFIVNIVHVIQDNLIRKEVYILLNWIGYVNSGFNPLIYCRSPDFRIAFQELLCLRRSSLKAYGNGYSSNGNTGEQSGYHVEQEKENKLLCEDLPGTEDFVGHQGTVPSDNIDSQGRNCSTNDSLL
Chronic BCR inh – qHTS Assay to Find Inhibitors of Chronic Active B-Cell Receptor Signaling; Potency, µM (top dose mostly 46.1 µM), inactives show at the top dose ratio change, negative = lower green/red ratio, usual class: inhibitors; AID 493014, 2011; ABC-DLBCL IkBa-CBG/CBR reporter, luminescence ratio, 4 h; actives 0.05% (n = 340,000); active = well fitted inhibition curve with a large enough effect in the signal ratio, with a control signal flat, not every such curve was filed as active; inconclusive = small, poorly fitted or top-dose-only effect, or effect the other way, or a change in a side signal; the % refers to the signal ratio;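 also: potency is read from the fitted curve at half-maximal effect; plate controls were basal doxycycline-induced cells for no effect and cells given 10 µM MG132 for full effect; MG132 reads +100%, hits lower the ratio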
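Concentration-response series (up to 46 uM) were applied to TMD8 dual-reporter cells for 4 h at 37C with doxycycline. Green/red ratio, after filter-overlap correction, defined %Activity; red signal alone was normalised to basal cells and zero luminescence.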
TCR activator – Activators of T cell receptors: qHTS campaign; primary human leukocytes, anti-CD3, IL-2 HTRF, 48 h; Potency, µM (highest dose often 9.22 µM), for inactives: at the top dose activation of IL-2 secretion, actives largely listed as activators; 330,000 tested, under 10 active; also: % of control where 0% means no effect
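TCR engagement came from a-CD3 beads alone, with compounds added to primary human leukocytes for 48 hr. Secreted IL-2 bridged europium cryptate- and d2-labelled anti-IL-2 antibodies, giving FRET emission at 665nm after 320nm excitation.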
Tb PFK inh – qHTS Assay to Find Inhibitors of T. brucei phosphofructokinase | ATP-dependent 6-phosphofructokinase (Trypanosoma brucei brucei), O15648 | T. brucei PFK, ADP-Glo luminescence | Potency, µM (doses to about 57.5 µM), without a hit: top-dose activity, negative = inhibition, hits mostly inhibitors | actives 0.17% (n = 330,000) | AID 485367, 2010;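 also: potency is read from the fitted curve at half-maximal effect; 0% = uninhibited 1x PFK enzyme wells and -100% = no-enzyme wells; nearly all actives have a fitted effect of over 60% in size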
Target sequence (O15648 whole entry, looked up): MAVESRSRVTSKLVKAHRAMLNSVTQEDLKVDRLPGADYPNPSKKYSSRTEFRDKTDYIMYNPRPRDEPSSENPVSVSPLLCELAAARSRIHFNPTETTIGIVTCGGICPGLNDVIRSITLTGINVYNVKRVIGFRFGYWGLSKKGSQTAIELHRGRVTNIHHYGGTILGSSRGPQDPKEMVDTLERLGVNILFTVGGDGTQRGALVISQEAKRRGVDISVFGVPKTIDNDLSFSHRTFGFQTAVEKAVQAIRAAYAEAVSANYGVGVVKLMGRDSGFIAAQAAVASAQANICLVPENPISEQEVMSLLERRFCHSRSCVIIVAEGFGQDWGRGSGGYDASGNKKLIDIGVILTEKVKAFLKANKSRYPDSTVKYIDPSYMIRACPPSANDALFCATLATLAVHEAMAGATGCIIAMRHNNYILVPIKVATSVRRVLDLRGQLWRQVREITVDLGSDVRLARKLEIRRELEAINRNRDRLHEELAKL
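Luminescent ADP detection (ADP-Glo, two-step: ATP depletion then ADP-to-ATP conversion for luciferase) reported PFK activity after 45 min room-temperature reaction of 1.25 nM enzyme with 0.5 mM F6P and 0.1 mM ATP at pH 8.0.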
USP2a inh – qHTS Assay for Inhibitors of Ubiquitin-specific Protease USP2a Using CHOP2 as the Reporter | AID 463254, 2010 | Potency, µM (doses to about 38.3 µM), for inactives: at the top dose activity change, negative = inhibition, hits mostly inhibitors | USP2 core, Ub-CHOP2 coupled fluorogenic reporter, 485/531 | Ubiquitin carboxyl-terminal hydrolase 2 (Homo sapiens), O75604 | actives 0.01% (n = 330,000);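 also: potency is read from the fitted curve at half-maximal effect; plate controls were DMSO wells for no effect and full inhibition by NEM control for full effect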
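Cell-free coupled assay: 10nM USP2 core preincubated 30min RT with compound in Tris-HCl pH 8.0/CaCl2/CHAPS buffer, then 25nM Ub-CHOP2 and 25nM reporter substrate; fluorescence (Ex 485/Em 531) read after 60min RT, normalized to NEM inhibition, concentration-response curves fitted.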
Eya2 inh – qHTS Assay for Inhibitors of the Phosphatase Activity of Eya2; recombinant Eya2, OMFP fluorescence dephosphorylation (OMFP is methylfluorescein phosphate); actives 0.006% (n = 330,000); Protein phosphatase EYA2 (Homo sapiens), O00167; Potency, µM (series often up to 76.9 µM), without a hit: top-dose activity, negative = inhibition, usual class: inhibitors; also: potency is read from the fitted curve at half-maximal effect; % is scaled to controls: 0 for no effect and ±100 for the full control effect
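Eya2 (0.2 uM) preincubated 10 min at ambient with compound, then OMFP substrate added at 50 uM; 10 min reaction in 50 mM HEPES pH 7.5, 50 mM NaCl, 5 uM MgCl2, 0.05% BSA, 1 mM DTT. Fluorescence read at Ex 485/Em 525 nm.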
Active calls of the source: *; ? = inconclusive; . = not tested or not shown; [ ] = remark or other dose. Unless noted, calls follow the shape of the dose curve; as a rule, active = well fitted curve in the direction sought with a large enough effect; inconclusive = small, poorly fitted or top-dose-only effect, or another doubt; inactive = no such curve, though single readings can be large; an effect the other way counts as inactive or inconclusive.

SMILES	uPA generation	TSG101-PTAP inh	ELG1 DNA repair	TSHR antagonist	Mito fusion yeast	B2AR arrestin	Chronic BCR inh	TCR activator	Tb PFK inh	USP2a inh	Eya2 inh
CCCCNC(=O)c1ccc2c(c1)C(=O)N(Cc1ccncc1)C2=O	0%	-3%	10%	22	1%	-0.9%	2%	0%	0%	0%	-3%
Cc1cccc(Cn2nc(C)cc2NC(=O)CCCn2ccc([N+](=O)[O-])n2)c1	-12%	-3%	25%	-2	-3%	-0.3%	8%	-5%	-1%	9%	0%
CC(=O)NCCC(=O)Nc1nc2ccc(Oc3ccccc3)cc2s1	1%	-9%	?	11	8%	0.1%	-3%	1%	3%	0%	9%
Cc1c(Cl)cccc1NC(=O)Nc1c(C)n(C)n(-c2ccccc2)c1=O	13%	-3%	3%	0	1%	-0.6%	7%	-2%	-2%	4%	6%
Cc1cc(C)n(-c2ccc(Oc3ccccc3)c(S(=O)(=O)O)c2)n1	4%	-7%	7%	5	3%	0.1%	1%	-2%	25%	14%	11%
COc1ccc(OC)c(S(=O)(=O)Nc2ccccc2F)c1	-1%	-4%	-2%	-4	-2%	-0.3%	-4%	-2%	0%	-5%	13%
CCCCn1c(N)c(N(CC)C(=O)c2cc(OC)cc(OC)c2)c(=O)[nH]c1=O	4%	-1%	1%	12	-5%	-0.1%	1%	.	-1%	0%	5%
C=CCN1C(=O)C(Cc2ccc(F)cc2)S/C1=N/N=C/c1cccs1 (configuration not stated)	-3%	-1%	-22%	-27	5%	3.5%	-5%	3%	1%	-9%	3%
Cc1ccc(S(=O)(=O)N(C)CC(=O)NCC(c2ccc(F)cc2)N2CCOCC2)cc1 (configuration not stated)	-6%	-1%	2%	15	-4%	-0.2%	-1%	-2%	0%	0%	-5%
COc1ccc(NC(=O)COC(=O)Cc2c(F)cccc2Cl)cc1	-24%	-12%	1%	-5	5%	0.2%	-1%	13%	1%	1%	-1%
Cc1cccc(NC(=O)c2cc3c(s2)-c2c(C)cccc2OC3)n1	-2%	-1%	?	-15	2%	-0.6%	?	6%	13%	-4%	10%
O=C(Nc1cccc2c1CCCC2)C1CCN(C(=O)NC2CCCCC2)CC1	.	-7%	1%	-8	1%	3.6%	7%	0%	-1%	-2%	7%
Cc1nc(CSc2ccc(Cl)cc2)cc(N2CCOCC2)n1	0%	-9%	18%	1	-3%	3.7%	-3%	-1%	-1%	1%	-37%
CCC(C)Nc1nc(Cl)nc(N(C#N)CN2C(=O)c3ccccc3S2(=O)=O)n1 (configuration not stated)	-2%	-5%	-14%	-29	3%	-1.0%	?	-3%	-6%	0%	12%
O=C(CN(Cc1ccccc1F)C(=O)Cn1nnc(-c2cccs2)n1)NC1CCCCC1	-1%	-3%	-2%	-4	2%	-0.1%	-3%	-4%	-8%	1%	-2%
COc1ccc(C(=O)c2c[nH]c(C(=O)NCCCN3CCOCC3)c2)cc1	.	-1%	7%	6	6%	-0.1%	-1%	-3%	-2%	4%	7%
COCCN(CCOC)S(=O)(=O)c1ccc(C(=O)Nc2nc3c(s2)CCc2ccccc2-3)cc1	5%	2%	8%	-6	-4%	0.0%	4%	-1%[46.1 µM]	0%	4%	-14%
Cc1cc2c3c(ccc(C)c3n1)N=CN2c1ccccc1	-3%	-6%	?	9	-3%	0.1%	-2%	-2%	-1%	0%	-36%
Cc1cc(C(=O)Nc2ncn[nH]2)ccc1[N+](=O)[O-]	9%	2%	5%	1	1%	0.1%	-1%	0%	-1%	0%	-10%
Oc1ccc(C[C@H]2CNCCN2CC2(c3ccccc3)CC2)cc1	-11%	0%	0%	1	6%	-0.3%	-10%	2%	0%	-3%	-31%
O=[N+]([O-])c1ccc(SCc2ccco2)cc1N1CCOCC1	-5%	-3%	20%	-2	2%	3.6%	3%	5%	-3%	-1%	-11%
O=C(N/N=C/C=C\c1ccccc1[N+](=O)[O-])c1cc(-c2ccc3ccccc3c2)n[nH]1	1%	-1%	15%	-1	-1%	-0.2%	?	0%[46.1 µM]	-21%	0%	1%
O=C(Oc1ccc(-c2cnc3ccccc3n2)cc1)c1cc([N+](=O)[O-])ccc1Cl	-4%	-1%	?	5	-7%	0.0%	11%	0%	-1%	2%	-5%
NS(=O)(=O)c1ccc(CCNC(=O)c2ccc(Cl)c(S(=O)(=O)NCc3ccco3)c2)cc1	2%	-2%	11%	-7	.	0.3%	0%	-1%[46.1 µM]	0%	2%	2%
Cn1c(=O)c2cc(NC(=O)c3ccccc3Cl)c(=O)oc2n(C)c1=O	4%	-11%	0%	-2	-2%	-0.1%	2%	-20%	0%	-2%	12%

Entries of single compounds as entered above. Screens in order: uPA generation | TSG101-PTAP inh | ELG1 DNA repair | TSHR antagonist | Mito fusion yeast | B2AR arrestin | Chronic BCR inh | TCR activator | Tb PFK inh | USP2a inh | Eya2 inh
`CC(=O)NCCC(=O)Nc1nc2ccc(Oc3ccccc3)cc2s1` reads 1% | -9% | ? | 11 | 8% | 0.1% | -3% | 1% | 3% | 0% | 9%
`Cc1nc(CSc2ccc(Cl)cc2)cc(N2CCOCC2)n1` reads 0% | -9% | 18% | 1 | -3% | 3.7% | -3% | -1% | -1% | 1% | -37%
`O=[N+]([O-])c1ccc(SCc2ccco2)cc1N1CCOCC1` reads -5% | -3% | 20% | -2 | 2% | 3.6% | 3% | 5% | -3% | -1% | -11%

Further records follow:
SMILES	uPA generation	TSG101-PTAP inh	ELG1 DNA repair	TSHR antagonist	Mito fusion yeast	B2AR arrestin	Chronic BCR inh	TCR activator	Tb PFK inh	USP2a inh	Eya2 inh
CCc1ccccc1NS(=O)(=O)c1cc2c3c(c1)CCN3C(=O)CC2	-10%	-1%	-2%	2	-1%	-0.4%	5%	1%	-1%	3%	-12%
CCn1c(SCc2ccccc2)nc2c1c(=O)[nH]c(=O)n2C	?	0%	-3%	-4	11%	-0.4%	2%	0%	-4%	1%	-8%
CC(C)c1ccc(OCC(=O)NC(=S)Nc2ccc3c4c(cccc24)CC3)cc1	-2%	2%	4%	5	0%	0.0%	-1%	1%	-3%	2%	-26%
COc1ccc(COn2c(=O)c(C)[n+]([O-])c3ccccc32)cc1OC	-6%	-1%	?	2	1%	-0.1%	-7%	-4%	2%	2%	10%
O=[N+]([O-])c1c(NCCO)cc(Sc2nc3ccccc3s2)c2nonc12	.	-4%	15%	-94*	-9%	0.3%	?	-35%	6µM*	2%	13%
COc1ccc(N2CC(C(=O)Nc3ccc(F)cc3F)CC2=O)cc1 (configuration not stated)	5%	0%	0%	3	-4%	-0.1%	-2%	0%	-14%	1%	-15%
COc1ccccc1NC1SC(=O)N(c2ccccc2)C1=O (configuration not stated)	2%	-7%	14%	-8	-4%	-0.4%	?	-2%	1%	4%	-17%
Cc1[nH]c(=O)[nH]c(=O)c1/C=N/NC(=O)[C@@H](N)CC(C)C	?	-4%	11%	24	-1%	0.3%	?	3%	-1%	0%	10%
Cc1ccc(SC(C)C(=O)O/N=C(\N)c2ccncc2)cc1 (configuration not stated)	-10%	0%	12%	6	-4%	-0.4%	?	-7%	-4%	-2%	-7%
O=C(CSc1nc2ccccc2s1)Nc1ccc(Cl)c(C(=O)O)c1	3%	-4%	13%	-2	2%	-0.3%	?	-1%	?	3%	4%
